# 697 NFkB inh – lowers PMA/ionomycin-induced NF-kB signal in 697 B cells. 697 B-cell NF-kB luciferase reporter, 16 h. inhibition, % at 4 µM. 0.33% of 330,000 active; in the data active = inhibition above about 35%
# Jurkat NFkB inh – inhibitors of the PMA/ionomycin-induced NF-kB reporter in Jurkat cells; PMA/ionomycin-induced NF-kB luciferase reporter, luminescence; inhibition, % at 4 µM; 0.53% of 330,000 active
# HKDC1 inh – HKDC1 (human) hexokinase inhibition | inhibition, % at 20 µM | recombinant HKDC1, G6PDH/diaphorase resazurin coupled fluorescence | Q2TB90 | 0.16% of 340,000 active;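 active = inhibition above about 35% when tested at 20 µM, limit read from the data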;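 note: plate controls were DMSO wells with enzyme for no effect and DMSO wells lacking enzyme for full effect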
#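 Assay system: recombinant HKDC1 hexokinase; detection: coupled resazurin fluorescence, excitation 525 nm, emission 613 nm; benchmarks: DMSO-plus-enzyme-mix negative control, buffer-substituted positive control; compound dosing: single 20 µM dose; schedule: 90 min at room temperature in dark; also added: glucose plus 1 mM ATP as hexokinase substrates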
# Apaf1 inhib – human Apaf-1 inhibition; inhibition, % at 20 µM; reconstituted apoptosome caspase-3 activity, DEVD-Rh110 fluorescence; 0.71% of 330,000 active; active = inhibition of at least 40% at 20 µM;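 note: plate controls were DMSO wells for no effect and DEVD-CHO caspase inhibitor wells for full effect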
#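 Material: biochemical Apaf-1 apoptosome reconstitution. Medium: Hepes buffer, pH 7.5. Also added: cytochrome c activation, bis-DEVD rhodamine 110 substrate. Timing: 30 min compound preincubation, 50 min activation, room temperature. Measured by: rhodamine 110 fluorescence at Ex 480/Em 540 nm.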
# SENP7 inh – SENP7 protease inhibition. recombinant SENP7, Z-RLRGG-aminoluciferin luminescence, 40 min. Q9BQF6. AID 434973. 1.5% of 330,000 active. inhibition, % at 5 µM;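 active = inhibition above about 50% at the single test dose, limit read from the data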;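 note: plate controls were DMSO with enzyme for no effect and no enzyme buffer wells for full effect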
# Target sequence (Q9BQF6 706-1050 limits assumed): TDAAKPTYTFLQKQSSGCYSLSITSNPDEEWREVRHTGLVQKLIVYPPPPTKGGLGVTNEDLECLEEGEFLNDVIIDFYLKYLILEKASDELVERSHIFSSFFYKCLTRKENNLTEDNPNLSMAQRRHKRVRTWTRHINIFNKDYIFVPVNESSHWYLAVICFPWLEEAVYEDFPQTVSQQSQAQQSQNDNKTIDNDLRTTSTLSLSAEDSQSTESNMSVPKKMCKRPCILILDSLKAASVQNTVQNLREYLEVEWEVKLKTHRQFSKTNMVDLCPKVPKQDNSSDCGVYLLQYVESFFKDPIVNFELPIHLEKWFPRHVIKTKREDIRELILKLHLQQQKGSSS
# SENP8 inh – SENP8 protease inhibition; Q96LD8; purified SENP8, Z-RLRGG-aminoluciferin cleavage, luminescence; inhibition, % at 10 µM; 1.2% of 330,000 active; AID 2540
# Target sequence (Q96LD8 whole entry, looked up): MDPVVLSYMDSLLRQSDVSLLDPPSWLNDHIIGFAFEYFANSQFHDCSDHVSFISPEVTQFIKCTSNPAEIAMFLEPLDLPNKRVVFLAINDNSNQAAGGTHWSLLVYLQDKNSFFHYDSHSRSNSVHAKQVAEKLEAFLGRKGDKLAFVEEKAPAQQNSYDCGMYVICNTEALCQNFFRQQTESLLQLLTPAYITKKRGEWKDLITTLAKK
# Gli-Sufu antag – blocks Gli-Sufu signaling in a luciferase reporter; Sufu-KO-LIGHT fibroblasts, Gli luciferase reporter luminescence; inhibition, % at 5 µM; 0.74% of 340,000 active; AID 588413;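 active = inhibition above about 55%, limit read from the data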;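 note: 0% = DMSO-treated cells and 100% = wells with medium but no cells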
# UBC13 inh – inhibitors of human UBC13 polyubiquitin chain formation | P61088 | TR-FRET | inhibition, % at 20 µM | 0.47% of 330,000 active | AID 485273; in the data active = inhibition above about 45%, passing the limit was not always enough; inconclusive = no clear call, values can overlap the other calls
# Target sequence (P61088 whole entry, looked up): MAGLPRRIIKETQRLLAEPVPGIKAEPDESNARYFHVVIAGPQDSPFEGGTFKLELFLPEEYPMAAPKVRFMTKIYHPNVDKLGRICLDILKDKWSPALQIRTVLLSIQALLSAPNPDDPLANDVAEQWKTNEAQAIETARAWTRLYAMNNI
# * hit, by the source's call; ? = inconclusive. Cut-off read from the data, not from the text of the source, unless noted: active = inhibition above about 50%; inactive = the rest. Not a hit list, and some 3.6% of all compounds hit somewhere here.
SMILES,697 NFkB inh,Jurkat NFkB inh,HKDC1 inh,Apaf1 inhib,SENP7 inh,SENP8 inh,Gli-Sufu antag,UBC13 inh
Cc1ccc(S(=O)(=O)N2CCOC2CNC(=O)C(=O)NCc2ccc(Cl)cc2)cc1 (centres undefined),-13,-8,1,16,5,-9,1,-2
Cc1ccc(C(=O)OCC2OC3OC(C)(C)OC3C2O)cc1 (centres undefined),-24,-5,-7,9,6,-5,36,2
Cc1ccc(CC(=O)Nc2ccccc2N2CCOCC2)cc1C,25,11,-6,7,1,6,-119,-12
Nc1nc(Nc2ccc(Cl)cc2Cl)nc(C(F)(F)F)n1,-63,-59,2,-4,-5,-14,-39,12
Cc1c(Cc2ccccc2)c(=O)oc2cc(OC(=O)c3ccccc3)ccc12,24,-4,-2,21,-2,-14,-14,10
CCOC(=O)C1CCCN(C(=O)CSc2nc(C)cc(C)n2)C1 (centres undefined),8,-10,-4,3,-4,-12,9,-7
COc1ccccc1CN1CCCC(CN(CCN(C)C)C(=O)c2ccc(C)cc2)C1 (centres undefined),-11,-4,-1,7,2,10,16,6
O=C(O)CN1C(=O)/C(=C\c2cc(Br)ccc2OCc2ccc(F)cc2)SC1=S,16,4,23,10,6,11,-3,-11
COc1cc(NC(=O)c2cccc(Br)c2)nc(OC)n1,-28,-34,-7,-3,37,26,-17,7
CC(C)CNC(=O)CC(=O)N/N=C/c1ccc(F)cc1,-9,2,4,-1,-3,-7,-1,4
O=C(NCCC1=CCCCC1)c1ccc2c(=O)n3c(nc2c1)CCCCC3,-13,-38,-2,10,2,-3,-17,5
Cc1cc(NC(=O)C2CCCN(S(=O)(=O)c3c(C)noc3C)C2)no1 (centres undefined),3,9,-8,4,0,0,-3,-3
O=C(CSc1nc(O)c(C(c2ccccc2)c2ccccc2)c(=O)[nH]1)N1CCOCC1,19,6,-5,-2,0,8,-18,4
CC1=CC(=O)C=C(C)C1=NOC(=O)/C=C\c1ccccc1,-1,12,7,-2,5,-1,-1,0
CCOC(=O)c1ccc(NC(=O)NCc2ccc(OC)cc2)cc1,2,-9,-5,5,5,4,-4,-1
COc1ccc(NS(=O)(=O)c2cccc(C(=O)OCC(=O)c3c(N)n(C)c(=O)n(C)c3=O)c2)cc1,-5,-16,2,-17,-2,6,1,13
COc1ccc(CN2CCn3ncc(C(=O)Nc4cc(C)cc(C)c4)c3C2=O)cc1,1,7,-2,-1,0,9,-4,3
N#Cc1c(Cl)nc2c(c1C#N)CCCC2,-9,-9,-5,-9,-1,-1,-16,10
O=C(NCCc1ccccn1)c1ccc(COc2ccccc2)o1,9,-5,-14,-8,2,2,-8,6
O=[N+]([O-])c1cc(NCCO)c(N2CCCCCC2)c2nonc12,10,5,6,9,12,44,1,-75

# As a working copy, some entries already given:
SMILES,697 NFkB inh,Jurkat NFkB inh,HKDC1 inh,Apaf1 inhib,SENP7 inh,SENP8 inh,Gli-Sufu antag,UBC13 inh
Cc1c(Cc2ccccc2)c(=O)oc2cc(OC(=O)c3ccccc3)ccc12,24,-4,-2,21,-2,-14,-14,10
CCOC(=O)C1CCCN(C(=O)CSc2nc(C)cc(C)n2)C1 (centres undefined),8,-10,-4,3,-4,-12,9,-7
COc1ccccc1CN1CCCC(CN(CCN(C)C)C(=O)c2ccc(C)cc2)C1 (centres undefined),-11,-4,-1,7,2,10,16,6
O=C(O)CN1C(=O)/C(=C\c2cc(Br)ccc2OCc2ccc(F)cc2)SC1=S,16,4,23,10,6,11,-3,-11
COc1cc(NC(=O)c2cccc(Br)c2)nc(OC)n1,-28,-34,-7,-3,37,26,-17,7
CC(C)CNC(=O)CC(=O)N/N=C/c1ccc(F)cc1,-9,2,4,-1,-3,-7,-1,4
O=C(NCCC1=CCCCC1)c1ccc2c(=O)n3c(nc2c1)CCCCC3,-13,-38,-2,10,2,-3,-17,5
Cc1cc(NC(=O)C2CCCN(S(=O)(=O)c3c(C)noc3C)C2)no1 (centres undefined),3,9,-8,4,0,0,-3,-3
O=C(CSc1nc(O)c(C(c2ccccc2)c2ccccc2)c(=O)[nH]1)N1CCOCC1,19,6,-5,-2,0,8,-18,4
CC1=CC(=O)C=C(C)C1=NOC(=O)/C=C\c1ccccc1,-1,12,7,-2,5,-1,-1,0
CCOC(=O)c1ccc(NC(=O)NCc2ccc(OC)cc2)cc1,2,-9,-5,5,5,4,-4,-1
COc1ccc(NS(=O)(=O)c2cccc(C(=O)OCC(=O)c3c(N)n(C)c(=O)n(C)c3=O)c2)cc1,-5,-16,2,-17,-2,6,1,13
COc1ccc(CN2CCn3ncc(C(=O)Nc4cc(C)cc(C)c4)c3C2=O)cc1,1,7,-2,-1,0,9,-4,3

# (listing goes on)
SMILES,697 NFkB inh,Jurkat NFkB inh,HKDC1 inh,Apaf1 inhib,SENP7 inh,SENP8 inh,Gli-Sufu antag,UBC13 inh
CC(C)C1=NN(C(=O)c2cccnc2)C(O)(C(F)(F)F)C1 (centres undefined),4,4,-6,-26,2,-5,-1,4
CCN(CC)CCNC(=O)c1cc2c(-c3ccc(Cl)cc3)nn(C)c2s1,-14,-9,6,34,-5,-6,22,35
COc1cccc(N2CCN(C(=O)C3CCCN(S(=O)(=O)c4cnc[nH]4)C3)CC2)c1 (centres undefined),-22,1,0,8,-5,-17,7,-1
COc1ccc(S(=O)(=O)N(Cc2ccccc2)Cc2nc3ccccc3c(=O)[nH]2)cc1,13,-3,6,-2,-4,6,0,7
Cc1onc(-c2c(Cl)cccc2Cl)c1COC(=O)c1ccc([N+](=O)[O-])cc1,-30,-19,-1,14,6,-2,10,-8
COCCCn1c(=S)[nH]c2c(sc3ccccc32)c1=O,-3,-10,-2,-1,-2,-18,-19,?
Cc1ccsc1C1C2=C(CCCC2=O)Nc2ncnn21 (centres undefined),12,1,-2,11,8,5,2,-12
CCOc1cc(/C=C/C(=O)OCC(=O)NC2CCS(=O)(=O)C2)ccc1OCc1ccccc1 (centres undefined),14,3,0,21,5,-1,-4,8
Cc1ccc(S(=O)(=O)N2CCN(CCOc3c(Cl)cccc3Cl)CC2)cc1C,-6,-22,3,29,-10,-16,1,4
O=C(c1cc2cc([N+](=O)[O-])ccc2s1)N1CCCCC1,4,-13,-9,4,0,-13,-21,7
C=CCc1ccc(OCCCCN2CCC(C)CC2)c(OC)c1,5,8,-3,4,5,0,-36,-6
Cc1cccc(C(=O)N[C@@H](C)C(=O)N2CCN(c3ncccn3)CC2)c1,6,8,-3,-20,4,11,8,9
CCOC(=O)c1cnc(-n2nc(C)cc2C)nc1N(CC)CC,1,9,-13,5,3,3,-5,0
COCC(=O)n1nc(-c2ccccc2)nc1NCc1ccc(N(C)C)cc1,-56,-95,0,1,0,-15,-54,-12
CC(=O)N1CCN(c2ccc(NC(=O)c3ccc(N4CCCC4)c([N+](=O)[O-])c3)cc2Cl)CC1,35,-6,-3,12,-5,3,21,-14
CCN1C=C(Cc2ccccc2C)C2=C(C1)C(c1ccccc1C)C(C#N)=C(N)O2 (centres undefined),8,8,7,12,-3,0,6,-6
CC(C)(C)C(=O)Nc1nnc(SCC(=O)Nc2nccs2)s1,4,5,-8,-1,-9,5,5,4
COc1ccc(C)c2sc(=NC(=O)c3ccc(C(C)=O)cc3)n(C)c12,-359,-251,-2,1,97*,82*,-61,?
CC1(C)CC(NC(=O)C2CCN(S(=O)(=O)c3cccc(C(F)(F)F)c3)CC2)CC(C)(C)N1,16,-15,4,4,7,4,7,8
COc1ccc(CCNC(=O)Cn2nc(C(=O)O)c3ccccc3c2=O)cc1OC,-8,4,9,9,-11,-10,-12,-1
CC(C)Cc1nnc(NC(=O)C2CC(=O)N(Cc3ccccc3)C2)s1 (centres undefined),-43,-11,-8,5,3,-6,-35,-4
O=C(c1ccc(Br)cc1)N1CCCC(c2nc(-c3cccs3)no2)C1 (centres undefined),9,-2,-11,10,5,-8,-3,12
CCCCNC(=O)COc1ccccc1C(=O)c1cc(C#N)c(=O)n(CCOC)c1,-6,-12,11,11,-4,-11,-3,-5
COc1ccc(CC(=O)N2CC3(C)CC2CC(C)(C)C3)cc1 (centres undefined),18,9,4,-18,-2,0,3,5
CCOc1ccc(CN(C(=O)c2cccs2)C2CCS(=O)(=O)C2)cc1 (centres undefined),18,1,-4,-7,0,-1,4,-3
COc1ccc(NC(=O)CSCC(=O)Nc2cc(Cl)ccc2N2CCOCC2)cc1,-1,7,-1,10,-8,2,6,-10
N/C(=N\OC(=O)c1ccc2c(c1)OCO2)c1ccncc1,-40,-73,-8,-30,60*,43,-13,18
Cc1nc2ccc(C(=O)N3CCN(Cc4ccccc4)CC3)cc2[nH]1,-4,0,-4,0,7,-4,27,2
CC(C)(O)C(=O)NN(C(=O)c1ccccc1)c1cccc(Br)c1,21,5,-2,-11,-7,-8,4,3
CCc1c(C(=O)NNC(=S)Nc2ccc(S(=O)(=O)Nc3ncccn3)cc2)csc1C,-22,7,7,12,4,6,-3,-5
CCn1nnnc1SCC(=O)Nc1ccc(OC)cc1,-1,-7,-1,-3,6,-1,-5,7
O=C(NCCS(=O)(=O)c1ccc(Cl)cc1)c1ccc(F)cc1,4,-11,-1,2,-6,4,2,2
Cc1ccc(NC(=O)C(CC(C)C)NC(N)=O)cc1Cl (centres undefined),-2,2,-3,-1,-3,3,0,9
COC(=O)CSc1nnc(CNC(=O)c2ccco2)n1-c1ccc(F)cc1,-49,-6,8,7,18,0,3,-8
O=C(CN(c1cccc(C(F)(F)F)c1)S(=O)(=O)c1ccc(Cl)c([N+](=O)[O-])c1)NCc1ccccc1,6,-14,2,14,-5,-11,-14,-14
C/C(=N\NC(=O)c1ccc(-c2ccccc2)cc1)c1cccc(N)c1,20,-3,-6,11,-10,-17,-3,-4
O=C(NCCN1CCOCC1)c1cc(-c2ccccc2)on1,11,-4,-10,-29,-5,-2,3,0
COCCNC(=S)N(CCc1c(C)[nH]c2ccc(F)cc12)Cc1ccco1,9,1,8,5,-4,-3,-1,13
Cc1cccc(NC(=O)C(=O)NCCc2c[nH]c3ccccc23)c1C,-17,-17,4,9,0,2,23,-2
CCc1ccccc1NC(=O)CN(C1CCCCC1)S(C)(=O)=O,2,-1,-9,-1,-5,-4,20,0
CC(C)c1nc(SCC(=O)NC2CCCCC2)c2ccccc2n1,0,19,-6,3,-1,6,28,17
Cc1ccc(C(=C2C3C=CC2C2C(=O)NC(=O)C32)c2ccc(C)cc2)cc1 (centres undefined),-7,-4,-1,15,-11,-11,2,-8
Cc1ccc(C(=O)Nc2ccc(C(=O)NCC3CCCO3)cc2)cc1 (centres undefined),-5,14,-5,-13,0,-1,0,-2
COC(=O)c1sc(N)c(C(=O)OC)c1COC(=O)CCNS(=O)(=O)c1ccc(C)cc1,-25,7,-3,-2,1,-3,-2,2

# Compound activity as filed in PubChem.
